# ERp5 inh: inhibitors of human ERp5 | Q15084 | 350,000 tested, 0.05% active | inhibition, % at 9.99 µM | ERp5 insulin aggregation, absorbance 650 nm, 90 min;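 active = mean replicate inhibition above about 25%, with every replicate also reaching it, limit read from the data, passing the limit was not always enough; inconclusive = only one of those two criteria met; inactive = neither criterion met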
# Target sequence (Q15084 whole entry, looked up): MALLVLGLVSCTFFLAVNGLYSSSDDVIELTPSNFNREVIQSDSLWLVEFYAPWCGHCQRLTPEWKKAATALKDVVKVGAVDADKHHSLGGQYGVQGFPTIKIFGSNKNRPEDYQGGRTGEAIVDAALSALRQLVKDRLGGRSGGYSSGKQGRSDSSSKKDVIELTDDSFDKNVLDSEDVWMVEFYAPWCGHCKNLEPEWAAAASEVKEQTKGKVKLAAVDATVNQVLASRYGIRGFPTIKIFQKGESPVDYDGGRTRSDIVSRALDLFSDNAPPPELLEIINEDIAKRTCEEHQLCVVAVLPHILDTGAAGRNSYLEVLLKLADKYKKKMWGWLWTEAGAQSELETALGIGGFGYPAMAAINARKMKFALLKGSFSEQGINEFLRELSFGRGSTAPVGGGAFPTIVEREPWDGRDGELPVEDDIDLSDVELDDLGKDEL
# F508del corr: CFTR F508del correction in bronchial cells; 350,000 tested, 0.36% active; CFBE cells, YFP halide quenching; stimulated with forskolin plus potentiator P3; % fluorescence drop versus neutral controls; activity (quench increase), % at 7.58 µM;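 active = mean added fluorescence quench of at least 8% versus neutral control, with both replicates also reaching 8%; inconclusive = only one of the mean or replicate conditions met; inactive = mean below 8% and not both replicates reaching 8%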;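 also: cells transiently co-express mutant CFTR-F508del with the halide-sensitive YFP; corrector assay measuring rescue of mutant channel to the surface after 24 h compound exposure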
# PAX8 inh HTS: PAX8 transcriptional activity inhibition | inhibition, % at 12.6 µM | RMG-I TPO-luciferase reporter, SteadyGlo, 24 h | 360,000 tested, 1.2% active | AID 652154;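 active = mean replicate inhibition at least 60% with every replicate also reaching 60%; inconclusive = only one of the two criteria is met; inactive = mean below 60% and not all replicates reaching 60%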;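 also: luciferase light reporting Pax8 driven TPO promoter activity; plate controls were median of neutral control wells for no effect and mitoxantrone controls for full effect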
# GSIS activator: GLuc luminescence reporter in INS-1E cells, primary screen for activators of glucose-dependent secretion of insulin. 370,000 tested, 0.61% active. activation, % at 16.6 µM. INS-1E GLuc reporter insulin secretion, 2-3 h;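 active = lowest replicate activation of at least 40%, so every replicate reaches that level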;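 also: 0% = median of neutral control wells and 100% = median of IBMX positive control wells; some compounds called inactive have numbers as strong as hits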
# EWS-Fli block: inhibitors of EWS/Fli oncoprotein transcriptional activity. A673 NR0B1-luciferase reporter, viability-normalised. inhibition, % at 12.6 µM. 350,000 tested, 0.67% active. AID 651661;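 active = mean inhibition of at least 50% after viability correction, with every replicate also passing that limit; inconclusive = mean reaches 50% but only one of two replicates passes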;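 also: firefly luciferase signal divided by Alamar Blue viability fluorescence both relative to DMSO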
# Xi reactivation: activators of X-chromosome reactivation in mouse fibroblasts; 360,000 tested, 0.055% active; activation, % at 7.58 µM; XiGFP mouse fibroblasts, % GFP-positive cells imaging, 3 d; cells co-treated with 5-aza-dC sensitizer; scaled so ellipticine positive control = 100%; AID 743238;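 active = mean normalized replicate activation at least 10% and every replicate at or above 10%; inconclusive = only one of the two criteria met; inactive = mean below 10% and not all replicates reach 10%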;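 also: 0% = median of on-plate neutral control wells and 100% = ellipticine 6 µM median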
#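 System: XiGFP fibroblasts, SV40-immortalized. Medium: DMEM plus 5-aza-dC sensitizer. Doses: single point. Timing: 3 d treatment, 15 min room-temperature fixation. Control set: ellipticine 6 µM.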
# DENV2 CPE: inhibitors of DENV2 cytopathic effect; DENV2-infected cells, cytopathic effect rescue, plate reader; CPE inhibition, % at 9.99 µM; 350,000 tested, 1.7% active; AID 651640; in the data active = CPE inhibition above about 20%, passing the limit was not always enough; inconclusive = no clear call, values can overlap the other calls; tested in BHK-21 cells;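 also: 0% = median of neutral control wells and 100% = median of positive control wells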
# ARNT TACC3 PPI: ARNT/TACC3 interaction disruption; AlphaScreen His-ARNT PAS-B/GST-TACC3 binding, luminescence; TACC3 fragment carries E629A point mutation; AID 623870; 390,000 tested, 0.66% active; inhibition, % at 9.99 µM;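 active = mean inhibition of replicates at least 50% and at least half of replicates each reaching 50%; inconclusive = half or more replicates reach 50% but mean below 50%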;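 also: 0% = complete ARNT plus TACC3 wells and 100% = ARNT alone without TACC3; many hits fall short of the cut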
# The depositor's hits bear a star; ? = inconclusive; nt = not tested or not shown.
# Values run as follows: ERp5 inh	F508del corr	PAX8 inh HTS	GSIS activator	EWS-Fli block	Xi reactivation	DENV2 CPE	ARNT TACC3 PPI
> O=C(CP(=O)(c1ccccc1)c1ccccc1)Nc1cccc(CP(=O)(c2ccccc2)c2ccccc2)c1
→ 0	1.0	30	-59	10	-0.1	-1	13
> O=C1c2cccnc2C(O)N1C1CCCCC1 (stereo not drawn)
→ -10	-1.8	nt	nt	-2	nt	nt	-8
> CC(C)C#Cc1ccc2c(c1)O[C@@H](CN(C)C(=O)CC1CC1)[C@@H](C)CN([C@@H](C)CO)S2(=O)=O
→ nt	-3.0	-19	-8	-4	-0.3	-4	10
> O=C1N(Cc2cccc(Cl)c2)C[C@@H]2C[C@@H](c3cccn3-c3nccs3)N3CCC[C@@]123
→ 7	-1.7	3	2	14	-0.1	1	7
> COc1ccc(/C=N/OCC(=O)NC(c2ccccc2)c2ccccc2)cc1OC
→ -3	nt	-1	-62	4	-0.1	0	-6
> O=C(O)c1cc2n(n1)CCN(Cc1ccccc1Cl)C2=O
→ 1	-1.5	16	2	5	0.0	4	-10
> COc1cccc(-c2nc(-c3cccc(C)c3)nc3cc(Cl)ccc23)c1
→ -5	-2.3	-2	7	-3	0.1	3	nt
> O=C(O)c1ccc2c(c1)C(=O)N(CCCCCCCN1C(=O)c3ccc(C(=O)O)cc3C1=O)C2=O
→ 2	-1.9	11	8	12	0.0	-5	-4
> CC(OC(=O)CCc1nc2ccccc2c(=O)[nH]1)C(=O)NC1CCCC1 (stereo not drawn)
→ -6	nt	-10	-1	-15	0.0	6	-1
> CCC(=O)N1C[C@H](C)[C@H](OC)CN(C)C(=O)c2cc(NC(=O)c3ccc(F)cc3)ccc2OC[C@H]1C
→ 3	3.7	2	9	-3	0.2	?	-6
> Cc1nnn(C23CC4CC(CC(C(=O)NN)(C4)C2)C3)n1
→ nt	nt	9	-1	nt	0.2	nt	-3
> O=C(/C=C/c1ccc(S(=O)(=O)N2CCOCC2)cc1)N1CCN(c2ccc(F)cc2)CC1
→ -2	-6.6	1	-51	18	-0.3	?	2
> C[C@@H]1CN([C@@H](C)CO)C(=O)Cc2cc(NC(=O)Cc3cn(C)c4ccccc34)ccc2O[C@H]1CN(C)S(=O)(=O)c1cn(C)cn1
→ -5	1.8	9	-13	1	-0.7	-5	nt
> O=C(Nc1ccccc1F)c1ccc2ncsc2c1
→ 5	-0.4	-131	-14	-98	0.0	-2	-60
> CC(C)NC(=O)N[C@H]1CC[C@@H](CC(=O)NCCN2CCCC2)O[C@@H]1CO
→ 0	4.0	-1	5	-3	-0.3	?	32
> O=C(Cc1ccccn1)N1CC(=O)N2[C@H](CO)[C@H](c3ccc(C#CC4CC4)cc3)[C@@H]2C1
→ 5	-3.2	-1	-6	2	0.0	40*	nt
> C#Cc1ccc([C@@H]2C=C(C(=O)N3CCN(Cc4ccccc4)CC3)O[C@H](OCC)[C@H]2CCCO)cc1
→ 1	2.5	3	nt	3	0.1	-2	-5
> O=C(/C=C/c1ccccc1Cl)c1ccc[nH]1
→ 2	nt	-32	nt	-50	0.0	4	1
> O=C(C[C@H]1C=C[C@H](NC(=O)Nc2ccc(C(F)(F)F)cc2)[C@H](CO)O1)NCc1ccccn1
→ 5	-0.6	-11	-8	-8	0.1	1	5
> CC1(C(=O)NS(=O)(=O)Cc2cccc(Cl)c2)CCN1C(=O)Cc1ccc(Cl)cc1Cl (stereo not drawn)
→ -6	3.3	10	nt	0	0.0	-2	nt
> COc1ccccc1CNC(=O)C(=O)c1cn(CC(=O)N2CCCC2)c2ccccc12
→ 7	0.4	-7	-4	-12	0.1	4	1
> O=C(O)c1cccnc1SCc1cccc(Br)c1
→ 1	-2.2	-8	0	4	0.9	4	0
> O=S(=O)(NCc1ccncc1)c1ccc(F)c(F)c1
→ 2	-4.4	10	nt	8	-0.1	-4	nt
> COc1ccc(CN2C(=O)CCC2(C)C(=O)NC2CCCC2)c(OC)c1 (stereo not drawn)
→ 3	-1.2	-18	-6	1	-0.1	9	3
> Cc1onc(-c2ccccc2Cl)c1C(=O)NC1CCCCCC1
→ -2	-2.5	-11	-7	2	0.0	3	-1
> CC(C)NC(=O)Nc1ccc2c(c1)C(=O)N([C@@H](C)CO)C[C@@H](C)[C@H](CN(C)CC1CCCCC1)OCCCC[C@H](C)O2
→ 4	1.4	6	19	nt	0.3	?	-4
> Cn1nccc1C(=O)Nc1ccc2c(c1)OCCO2
→ -1	-0.4	-83	2	-22	0.0	6	nt
> COc1ccccc1OCCC(=O)OCC(=O)NCc1ccc(Cl)cc1
→ 3	-2.2	-22	10	15	0.2	6	4
> COc1ccc(CN(C)C[C@@H]2Oc3ccc(NC(=O)NC4CCCCC4)cc3C(=O)N([C@H](C)CO)C[C@H]2C)cc1
→ 2	1.4	-10	-1	-3	-0.9	-1	-2
> C=C1CCC2[C@](C)(CO)[C@H](O)CC[C@@]2(C)[C@@H]1C/C=C1\C(=O)OC[C@H]1O (stereo partly drawn)
→ 0	-3.5	nt	nt	15	nt	15	-10

# The list goes on.
# Values run as follows: ERp5 inh	F508del corr	PAX8 inh HTS	GSIS activator	EWS-Fli block	Xi reactivation	DENV2 CPE	ARNT TACC3 PPI
> COCCCNC(=S)N/N=C/c1ccc(O)cc1O
→ 11	0.7	-5	-21	-4	0.0	5	84*
> Cc1ccc(S(=O)(=O)N2CCC(C(=O)OCC(=O)N(C)C3CCS(=O)(=O)C3)CC2)cc1C (stereo not drawn)
→ -5	0.3	8	-3	3	0.0	-2	-1
> O=C(Cc1ccc([N+](=O)[O-])cc1)Nc1cccc(C(F)(F)F)c1
→ 4	-1.7	11	-3	-18	0.4	0	1
> CCc1c(C)nc(N2CCN(c3ccccc3F)CC2)[nH]c1=O
→ 1	-1.4	11	-4	12	0.2	-2	0
> COc1ccc(OC)c(N/C(C)=C/C(=O)c2ccncc2)c1
→ 7	-0.3	-14	-7	1	0.5	0	6
> COc1cc2c(cc1OC)CN(C(=O)CSc1ccccc1C)CC2
→ 1	-2.4	-12	23	-1	0.3	5	nt
> O=C(C[C@@H]1C=C[C@@H](NC(=O)CCN2CCCCC2)[C@H](CO)O1)Nc1nccs1
→ -1	0.9	-17	5	0	0.5	4	9
> COc1ccccc1NC(=S)NCCc1ccc(S(N)(=O)=O)cc1
→ -5	-0.7	5	nt	0	0.0	4	-2
> Cc1ccc(CNC(=O)CSc2nnc3n2CCCCC3)cc1
→ 2	2.8	0	0	4	0.2	-3	-9
> O=C(NCc1cccc(C(F)(F)F)c1)C1CC(c2ccc(C(F)(F)F)cc2)=NO1 (stereo not drawn)
→ -7	-0.9	-10	-12	-8	0.0	-4	-2
> O=C(c1ccc2c(=O)n3c(nc2c1)CCC3)N1CCN(S(=O)(=O)c2ccccc2Br)CC1
→ 7	-2.1	-1	-7	-10	0.2	6	7
> O=C(C[C@@H]1CC[C@@H]2[C@H](COC[C@@H](O)CN2CC2CCOCC2)O1)NCC1CCCCC1
→ -1	-1.7	-17	4	0	0.2	?	-2
> Cc1ccnc(SCC(=O)NC2CCCCCC2)n1
→ 6	-7.6	-10	19	nt	0.0	-9	1
> Cc1c(Nc2nc(-c3ccc(Cl)cc3)cs2)c(=O)n(-c2ccccc2)n1C
→ nt	nt	1	-29	nt	-0.2	nt	-1
> COc1cccc(CN2CC(C(=O)N3CCOCC3)CCC2=O)c1 (stereo not drawn)
→ -5	0.5	-102	-4	nt	5.7	-5	2
> CC(C)(C)C1CCC(C(=O)NCCc2ccc(S(N)(=O)=O)cc2)CC1 (stereo not drawn)
→ 1	5.1	-2	-5	-5	0.1	0	-7
> CC(C)(C)SCCSC1=CC(=O)CC(c2ccccc2)C1 (stereo not drawn)
→ -6	-4.0	-67	-38	-51	0.0	-3	-13
> O=C(c1cccs1)N(Cc1cccc(F)c1)C1CCS(=O)(=O)C1 (stereo not drawn)
→ -5	-1.4	5	46*	-2	0.1	-5	1
> Nc1nc(Nc2ccccc2F)nc(NCc2ccco2)c1[N+](=O)[O-]
→ -2	2.9	-22	12	-6	0.1	1	-4
> C[C@@H]1CN([C@@H](C)CO)C(=O)Cc2cc(NS(=O)(=O)c3cccs3)ccc2O[C@H]1CN(C)C(=O)Nc1ccccc1
→ 10	2.2	-21	1	-10	-1.2	11	1
> COc1ccccc1NS(=O)(=O)NC(=O)c1c(C)[nH]c2ccccc12
→ 4	-1.1	14	-3	3	0.1	3	6
> COc1cc(C(=O)OCC(=O)N2CCCCC2C)ccc1OCc1c(C)noc1C (stereo not drawn)
→ 3	2.8	8	10	-1	-0.1	0	-5
> COC(=O)C(Cc1ccc(O)cc1)NC(=O)CCc1nc2ccccc2s1 (stereo not drawn)
→ 2	4.2	-12	4	12	0.3	-6	-4
> CC(C)c1ccc(NC2CCCN(C(=O)c3ccncc3)C2)cc1 (stereo not drawn)
→ 0	-4.1	2	1	9	0.0	0	-9
> Nc1nnn(CC(=O)N/N=C/c2ccncc2)n1
→ 2	1.8	-1	1	-1	0.0	9	nt
> CCOc1ccccc1NC(=O)Nc1cnccn1
→ 0	nt	-4	-6	-9	0.1	8	-2
> CCOc1ccc(N(CC(=O)NC2CCCCCC2)S(=O)(=O)c2c(C)noc2C)cc1
→ 0	-0.6	-5	3	2	-0.1	-2	-4
> COc1ccc(NC(=O)C2Cc3c(-c4cccc(C(N)=O)c4)ccnc3O2)cn1 (stereo not drawn)
→ 3	-3.0	15	11	1	0.2	-4	nt
> Cc1onc(-c2c(Cl)cccc2Cl)c1C(=O)N=C(N)N1CCOCC1
→ 1	-2.1	12	5	2	0.0	?	-6
> C[C@@H]1CCCCO[C@H](CN(C)Cc2ccncc2)[C@H](C)CN([C@H](C)CO)C(=O)c2cc(NC(=O)c3ccncc3)ccc2O1
→ 2	-3.0	-3	13	nt	0.1	0	0

# (listing goes on)
# Values run as follows: ERp5 inh	F508del corr	PAX8 inh HTS	GSIS activator	EWS-Fli block	Xi reactivation	DENV2 CPE	ARNT TACC3 PPI
> O=C(C[C@@H]1CC[C@@H](NS(=O)(=O)c2ccccc2)[C@H](CO)O1)N1CCN(c2ccccc2)CC1
→ -1	3.2	-13	8	1	-0.7	-10	nt
> COc1ccccc1S(=O)(=O)N1CC[C@@H]2[C@H]1c1cc(-c3cccc(C#N)c3)ccc1N(C)[C@H]2CO
→ nt	0.8	5	-16	1	0.1	nt	2
> Cc1c(NC(=O)c2nn3c(c2Br)NC(c2ccccc2)CC3C(F)(F)F)c(=O)n(-c2ccccc2)n1C (stereo not drawn)
→ nt	nt	0	1	nt	0.0	nt	-4
> CC(Nc1cc(N2CCOCC2)ccc1[N+](=O)[O-])c1ccccc1 (stereo not drawn)
→ nt	nt	9	12	nt	-0.1	nt	-2
> O=C(N/N=C\C=C\c1ccc2c(c1)OCO2)C1COc2ccccc2O1 (stereo not drawn)
→ 5	-1.6	-18	-13	8	0.0	15	-5
> CCCN(C)C[C@H]1Oc2ncc(-c3ccccc3F)cc2C(=O)N([C@H](C)CO)C[C@H]1C
→ 4	0.2	nt	3	-15	0.5	17	-2
> O=C1CC(C(=O)N2CCN(c3ccccc3Cl)CC2)CN1Cc1ccccc1 (stereo not drawn)
→ 4	-1.8	-10	-7	-11	-0.1	10	19
> CCn1cc(C(=O)NC2CC(C)(C)Cc3c2cnn3-c2cccc(F)c2)cn1 (stereo not drawn)
→ 0	-0.7	nt	nt	-7	-0.1	3	-3

# From PubChem

# Compounds were not picked by outcome; overall some 4.2% were active at least once.
